NR2E3 ag-1 = NR2E3 (human) agonism; 0.12% of 320,000 active; Q9Y5X4; GST-NR2E3/biotin-RetCOR TR-FRET, 1536-well; inhibition of corepressor binding, % at 4.78 µM; AID 2300;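 active = percent inhibition above the cutoff of mean plus 3 SD of all tested compounds, set per screening campaign, cut at about 20% in these data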;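 also: 0% = DMSO wells and 100% = biotin wells as full block of FRET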
Target sequence (Q9Y5X4 whole entry, looked up): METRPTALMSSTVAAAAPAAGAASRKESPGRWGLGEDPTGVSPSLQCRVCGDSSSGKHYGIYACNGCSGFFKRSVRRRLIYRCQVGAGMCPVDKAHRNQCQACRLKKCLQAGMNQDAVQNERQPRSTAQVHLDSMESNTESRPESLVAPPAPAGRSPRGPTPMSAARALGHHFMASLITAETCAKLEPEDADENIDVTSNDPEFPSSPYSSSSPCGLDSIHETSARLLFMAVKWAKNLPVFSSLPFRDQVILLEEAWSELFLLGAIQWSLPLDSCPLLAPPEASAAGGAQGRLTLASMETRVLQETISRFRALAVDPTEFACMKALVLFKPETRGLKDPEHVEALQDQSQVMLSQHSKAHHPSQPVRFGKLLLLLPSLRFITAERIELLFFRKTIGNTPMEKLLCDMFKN
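Test system – NR2E3–RetCOR corepressor complex · Quantity – NR2E3 fusion 1.35 nM · Buffer or medium – Tris pH 7.5 · Incubation – Compound–protein incubation for 5 h at 4 °C · Technique – TR-FRET, Eu(K)-anti-GST donor, streptavidin-D2 acceptor, ex 340, em 617/671 nm · Evaluation – percent inhibition of 671/617 nm emission ratio versus biotin and DMSO controls · Plate – 1536-well format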
Shn3 inh set2 = Schnurri-3 reporter inhibition in Clone20 osteoblasts | Clone20 osteoblast Shn3 3'UTR firefly luciferase, 24 h | inhibition, % at 12.5 µM | 0.52% of 360,000 active;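 active = mean inhibition of at least 75% with every replicate also reaching 75%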;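 also: 0% = median of neutral control wells and 100% = pilot-screen positive control compound; some compounds past the cut are filed as inactive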
CF NFkB inh = inhibitors of cystic fibrosis induced NF-kB; KKLEB NF-kB-GFP reporter, PAF-induced, GFP fluorescence overnight; inhibition, % at 5 µM; 0.86% of 360,000 active; AID 588850;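 active = at least 50% inhibition at 5 µM, scaled per plate between neutral and stimulator controls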;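 also: PAF is a Pseudomonas aeruginosa culture filtrate used as stimulus; plate controls were PAF-stimulated DMSO wells for no effect and unstimulated DMSO wells for full effect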
NR2E3 ag-2 = human photoreceptor-specific nuclear receptor agonism; CHO-S Gal4-NCOR/VP16-NR2E3 two-hybrid, luciferase; 0.35% of 360,000 active; Q9Y5X4; inhibition of corepressor binding, % at 3.98 µM; AID 602229;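 active = inhibition above the mean of all tested compounds plus 3 SD, cut at about 70% in these data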;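 also: 0% = DMSO with NR2E3 transfected cells and 100% = cells lacking NR2E3 construct; higher means lower luciferase signal from less NR2E3 corepressor binding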
PDI inh = PDI (human) enzyme inhibition. P07237. PDI insulin aggregation turbidity, A650, 90 min. inhibition, % at 10 µM. 0.052% of 350,000 active. AID 588391;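 active = mean inhibition across replicates of 30% or more, whatever share of single replicates reach that level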;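 also: absorbance from insulin aggregation driven by PDI reduction with DTT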
Target sequence (P07237 whole entry, looked up): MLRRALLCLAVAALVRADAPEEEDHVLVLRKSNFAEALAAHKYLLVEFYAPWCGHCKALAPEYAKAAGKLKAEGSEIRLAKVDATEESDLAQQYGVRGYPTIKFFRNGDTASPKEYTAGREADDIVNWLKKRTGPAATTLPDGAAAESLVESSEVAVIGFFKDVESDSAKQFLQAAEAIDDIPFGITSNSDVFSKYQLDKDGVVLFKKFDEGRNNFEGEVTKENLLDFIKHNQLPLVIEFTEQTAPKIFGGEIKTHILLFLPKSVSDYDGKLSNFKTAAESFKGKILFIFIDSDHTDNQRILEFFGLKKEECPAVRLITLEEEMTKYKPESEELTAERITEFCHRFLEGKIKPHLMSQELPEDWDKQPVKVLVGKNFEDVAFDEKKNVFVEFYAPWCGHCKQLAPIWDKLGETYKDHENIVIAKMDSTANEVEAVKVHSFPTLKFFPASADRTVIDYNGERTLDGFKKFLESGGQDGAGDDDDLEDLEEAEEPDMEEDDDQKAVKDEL
Peg3 prom inh = reduces Peg3 promoter-driven luciferase expression in HeLa; AID 588405; inhibition, % at 20 µM; HeLa PEG-Prom luciferase reporter, luminescence, overnight; 1.7% of 360,000 active;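 active = inhibition of at least 50% at 20 µM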
CaV13 FRET inh = Disruptors of the CACNA1D IQ motif to Ca2+-dependent inactivation inhibitor domain association, primary screening, Förster resonance energy transfer in intact living … | HEK cells, CFP/YFP FRET ICDI-IQ, plate reader, 10 min; percent FRET-ratio fall versus neutral wells | inhibition, % at 12.3 µM | 0.098% of 340,000 active | AID 743397;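 active = mean replicate inhibition of at least 30% and at least 1% of replicates passing that level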;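 also: 0% = median of the neutral control wells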
HIF-2a inh = blocks HIF-2a reporter activity. 786-0 RCC cells HIF-2a reporter, luciferase luminescence, overnight. AID 624352. inhibition, % at 18.8 µM. 0.72% of 360,000 active;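 active = inhibition of the luminescence signal of 40% or more relative to plate controls, in a single-dose primary screen at 18.75 µM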
TRPM1 prom inh = MITF TRPM1 promoter inhibition in SK-MEL-5 cells; SK-MEL-5 TRPM1 promoter luciferase, 24 h; inhibition, % at 12.5 µM; 0.83% of 330,000 active; AID 488899;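 active = mean inhibition across replicates of 60% or more, whatever share of single replicates reaches that level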; also: values of inactives mirror those of a sister screen read the other way
KKLEB cytotox = CF airway cell cytotoxicity counter-screen; KKLEB CF airway cells viability, ATPlite luminescence, overnight; stronger effect = lower value; cells stimulated with P. aeruginosa culture filtrate; activity change (cytotoxicity), % at 5 µM; 0.36% of 360,000 active;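 active = corrected activity change at or below -50% at 5 µM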
Vif imaging = HIV Vif inhibition | 0.35% of 340,000 active | inhibition, % at 7.49 µM | HEK293T cells, Vif self-association by quenched fluorescence, imaging, 24 h; in the data active = inhibition above about 50%, passing the limit was not always enough; also: some results filed as inactive read as strong as hits
* hit, by the source's call; nt = no result given. This is a random part of the collection (roughly 3.3% active in at least one column).

compound	NR2E3 ag-1	Shn3 inh set2	CF NFkB inh	NR2E3 ag-2	PDI inh	Peg3 prom inh	CaV13 FRET inh	HIF-2a inh	TRPM1 prom inh	KKLEB cytotox	Vif imaging
CC(C)Sc1nc(-c2ccccc2)cc(=O)[nH]1	0.3	-13.9	2.9	-27.6	-5.0	12.3	-3.5	12.7	-1.7	-15.2	-2.9
C[C@@H]1CCCCO[C@H](CN(C)S(=O)(=O)c2cccs2)[C@@H](C)CN([C@H](C)CO)C(=O)c2cc(NC(=O)Nc3ccc4c(c3)OCO4)ccc2O1	nt	10.8	8.4	-30.1	0.0	6.9	-8.2	14.8	nt	-6.0	-9.1
O=C(CSc1nnc(Cn2c(=O)sc3ccccc32)n1CCc1ccccc1)N1CCOCC1	-2.5	4.4	-0.9	2.1	-11.7	-7.9	-9.7	-31.2	-36.9	-0.7	2.6
CN(CCS(=O)(=O)c1ccc(Cl)cc1)Cc1cccnc1	1.0	3.6	-10.2	9.5	1.3	1.7	-5.0	4.4	3.6	-11.4	4.6
CC(=O)c1cccc(NC(=O)CCS(=O)(=O)c2ccc(Br)s2)c1	0.5	10.1	2.5	9.5	9.8	4.0	3.6	-18.7	-2.9	0.9	-4.0
CCN(CC)S(=O)(=O)c1ccc(C(=O)OCCN2C(=O)CCC2=O)cc1	1.3	2.4	-5.3	-22.9	nt	5.9	-3.9	10.6	-0.3	5.3	-1.0
CC1=C(C(=O)c2ccccc2)C(c2ccc(O)cc2)NC(=S)N1 (configuration not stated)	-2.1	-4.3	-12.8	2.6	0.1	-3.4	-2.9	31.1	14.6	-7.2	-2.4
C=CCN1N=C(c2ccc(Cl)s2)CSC1=O	1.6	-6.0	-15.2	15.7	2.1	-2.6	-3.9	-10.7	12.8	-1.3	7.7
COc1ccc(CC(=O)Nc2cccc(S(=O)(=O)N3CCCCCC3)c2)cc1OC	-2.8	89.8*	-1.5	79.6*	-2.6	18.5	-1.6	21.1	30.7	-10.3	-14.8
CCNC(=O)C1(C)CCCN1Cc1ccccc1Cl (configuration not stated)	nt	20.8	15.0	-7.6	-8.0	11.1	-7.3	3.5	nt	-6.4	2.1
CCN(CC(=O)Nc1cc(Cl)ccc1C)C(=O)c1ccc(N2CCCC2=O)cc1	-3.6	16.7	1.7	-38.8	nt	10.8	nt	6.0	-5.3	-2.9	20.1
CCOC(=O)[C@H]1[C@H]2COc3cc(OC)ccc3[C@@H]2N2C(=O)CN(Cc3ccccc3)C(=O)[C@@]12C	2.9	7.5	-4.8	-7.7	-3.7	-15.3	-10.2	-0.3	-5.0	-6.4	0.5
O=C(/C=C\Nc1ccccn1)c1ccc(Cl)cc1	0.6	43.4	-27.0	-82.2	4.7	-3.4	nt	46.4*	-14.6	-17.1	-4.5
CCc1nc(SCC(=O)NCCc2ccccc2)c2c(=O)n(C)c(=O)n(C)c2n1	3.7	-2.1	1.5	13.3	-7.8	15.8	-4.5	23.9	10.1	-5.3	5.7
COC(=O)c1ccc(/C=N/N2CCN(Cc3ccc(C)cc3C)CC2)cc1	-0.7	14.6	21.5	-19.2	-10.0	-84.6	-5.4	8.7	1.6	-11.7	-3.5
O=C(CCC(=O)N1CCN(Cc2ccccc2)CC1)Nc1nnc(C2CCCCC2)s1	-0.3	15.8	3.5	-17.7	5.9	-4.1	-5.5	-4.2	0.6	-2.1	1.4
CCN(CC)Cc1cc(Nc2c3ccccc3nc3c4ccccc4n(C)c23)cc(CN(CC)CC)c1O	nt	-2.2	-87.8	-7.9	6.1	102.0*	-5.5	-5.1	78.0*	16.9	-13.8
O=c1cc(CO)oc(C(Nc2cccc(C(F)(F)F)c2)c2ccccn2)c1O (configuration not stated)	4.4	-1.0	-0.4	-1.5	nt	2.3	-1.4	15.5	8.0	4.5	2.9
CCCCNC(=O)c1ccc(NC(=O)C2CCCO2)cc1 (configuration not stated)	-1.1	-2.5	-4.4	0.7	3.3	-20.3	nt	-26.0	-1.2	-0.4	19.4
Cc1ccc(S(=O)(=O)N(CC(=O)Nc2ccccc2)C(=O)N2CCN(C)CC2)cc1	1.5	-1.7	-0.9	2.3	-4.1	4.5	nt	-1.7	-7.1	-5.4	3.8
Cc1cc2c3c([nH]c2cc1S(=O)(=O)NCc1ccc(CN2CCCCCC2)o1)CC(C)(C)CC3=O	4.0	3.4	23.7	-8.9	-2.1	-8.4	-1.9	3.2	-8.6	-26.8	2.5
COc1ccc(NC(=O)c2ccc(S(=O)(=O)N3CCOCC3)o2)cc1	4.6	13.7	2.2	19.6	0.9	-1.6	-5.0	4.1	4.7	-0.8	1.0
Cc1nn(CC(=O)NCCCc2ccccc2)c(=O)c2cc3occc3n12	0.3	-0.7	-9.8	24.6	-1.4	-1.9	-2.8	-1.0	3.0	-0.2	2.4
COc1ccc(NC(=O)CS(=O)c2cccc(Cl)c2)cc1 (configuration not stated)	1.0	-8.0	17.7	-19.8	-9.3	6.1	nt	-16.2	-0.3	-16.7	nt
O=C(c1ccoc1)N1CCCC(N2CCN(c3ccc(F)cc3)CC2)C1 (configuration not stated)	-1.3	2.1	-20.0	10.7	10.5	3.9	-5.2	-8.7	9.9	-6.4	1.9
N/C(=N\OC(=O)Cc1ccc(Cl)cc1)c1cccnc1	1.9	8.8	3.9	-0.1	0.9	-27.1	-8.3	-42.9	-11.0	4.6	-6.3
Cc1cc(C)cc(-n2ncc3c2CCCC3NC(=O)c2csnn2)c1 (configuration not stated)	2.1	-15.3	5.7	-38.2	3.7	-70.0	nt	-86.6	-14.5	-1.0	-1.1
CC1=NN(Cc2ccccc2)C(=O)C1C(c1ccncc1)C(C#N)C#N (configuration not stated)	1.4	-17.9	0.8	-35.4	-5.3	7.1	-6.4	7.3	4.0	2.3	0.7
Cc1cccc2c1cnn2C(=O)CCC(=O)N1CCC(C)CC1	1.2	-2.0	9.1	-8.4	nt	-13.7	-6.9	-27.9	nt	-6.3	5.2
CCNC(=O)N1CCCC(C(=O)c2ccc(-c3ccccc3)cc2)C1 (configuration not stated)	nt	-47.9	14.6	-65.7	-5.7	-150.7	-5.3	-202.6	-51.4	3.4	-1.0

For convenience, some entries already given.
compound	NR2E3 ag-1	Shn3 inh set2	CF NFkB inh	NR2E3 ag-2	PDI inh	Peg3 prom inh	CaV13 FRET inh	HIF-2a inh	TRPM1 prom inh	KKLEB cytotox	Vif imaging
Cc1cccc2c1cnn2C(=O)CCC(=O)N1CCC(C)CC1	1.2	-2.0	9.1	-8.4	nt	-13.7	-6.9	-27.9	nt	-6.3	5.2
CCNC(=O)N1CCCC(C(=O)c2ccc(-c3ccccc3)cc2)C1 (configuration not stated)	nt	-47.9	14.6	-65.7	-5.7	-150.7	-5.3	-202.6	-51.4	3.4	-1.0

(further entries)
compound	NR2E3 ag-1	Shn3 inh set2	CF NFkB inh	NR2E3 ag-2	PDI inh	Peg3 prom inh	CaV13 FRET inh	HIF-2a inh	TRPM1 prom inh	KKLEB cytotox	Vif imaging
O=C1CC(c2nc3ccccc3[nH]2)CN1c1cccc(C(F)(F)F)c1 (configuration not stated)	1.6	19.4	3.3	-9.5	8.2	6.3	-5.3	-1.6	-14.3	1.0	nt
O=C(NNC(=O)c1ccc(-n2cncn2)c([N+](=O)[O-])c1)c1cccc(Cl)c1	1.2	-18.5	9.1	-38.1	3.6	-7.1	-11.8	-13.6	-5.0	-8.1	-12.8
CC(=O)Cn1cnc2sc(-c3ccccc3)cc2c1=O	0.8	-91.7	-0.7	-85.9	4.9	-290.2	-5.5	-192.0	-90.4	2.6	3.0
CCCN(C(=O)c1ccco1)c1nnc(-c2ccccc2C)s1	-2.1	-20.0	-2.0	-81.5	-3.3	-163.6	-3.3	-84.5	-37.2	5.5	1.4
COc1ccccc1CNS(=O)(=O)c1ccc(Cl)s1	-0.5	13.5	0.5	-4.8	-19.4	-0.1	-4.3	-0.3	-6.7	1.0	-24.8
O=C(O)C1CC=CCC1C(=O)N1CCN(c2nc(-c3ccccc3Cl)c3cc(Br)ccc3n2)CC1 (configuration not stated)	5.3	-0.7	19.9	-48.1	6.5	12.3	nt	4.1	-2.4	-17.6	1.6
Cc1nc2ccccc2n1CC(=O)NN	1.6	-84.0	15.1	-1.0	8.7	3.2	-5.3	10.0	6.6	2.8	-5.5
O=C(NCC1CCCO1)C1CCN(S(=O)(=O)c2ccccc2)CC1 (configuration not stated)	3.3	6.6	1.6	0.3	4.2	-7.4	-4.1	12.9	-13.9	1.8	0.2
O=C(c1cccc(S(=O)(=O)Nc2ccccc2Cl)c1)N1CCN(c2ccccc2O)CC1	-0.3	1.3	11.3	-11.6	0.7	11.8	-1.8	8.0	-9.4	-11.3	-4.0
CN(C)S(=O)(=O)c1ccc(Cl)c(C(=O)NCC2CCCCC2)c1	2.5	-0.8	-8.4	-17.7	-2.8	10.5	-4.0	-6.6	1.1	-2.4	-5.3
COc1ccc(/C=C2\CCc3ccccc3C2=O)cc1CN1CCOCC1	-4.3	1.9	6.0	-5.9	3.8	9.4	-4.5	3.4	-13.8	-3.9	-10.4
CCCc1c(O)nc(SCC(=O)O)[nH]c1=O	-2.2	10.9	3.5	-13.3	3.3	12.0	7.5	15.1	2.8	3.7	5.4
Cc1ccc(C(=O)OCC(=O)Nc2cccc(S(=O)(=O)N3CCCCC3)c2)o1	-0.9	0.9	0.4	4.1	13.4	5.3	-2.3	2.2	16.8	-2.0	1.7
O=C(NC(N1CCOCC1)C(Cl)(Cl)Cl)c1cc([N+](=O)[O-])cc([N+](=O)[O-])c1 (configuration not stated)	4.2	1.8	12.4	-15.1	-2.4	1.9	2.0	6.2	46.7	1.0	-9.4
CCOC(=O)N1CCC(N(CCN(C)C)C(=S)Nc2cc(C)ccc2C)CC1	0.9	5.2	2.2	-9.2	2.6	13.3	-19.0	11.7	8.0	-1.4	-3.4
C[C@@]12CCC3[C@@](CCC4[C@@]3(C)CCC[C@@]4(C)C(=O)O)(CC1=O)C2 (some centres not stated)	4.5	6.2	-1.7	11.3	5.7	6.9	-4.8	4.0	1.8	21.4	-2.8
CCC(C)Oc1cccc(C(=O)Nc2ccccc2N2CCOCC2)c1 (configuration not stated)	0.0	1.6	-28.2	-7.7	-9.7	8.5	-3.4	-20.2	3.9	1.5	-15.0
Cc1[nH]c2ccccc2c1/C=N/NC(=O)c1cccc(Br)c1	0.7	-1.0	-6.4	-38.2	7.4	9.2	nt	-21.2	8.6	-8.1	0.9
CCN(CC)CCN(C(=O)/C=C/c1cccs1)c1nc2ccc(C)cc2s1	-2.5	-4.8	30.7	15.4	2.9	13.6	-3.4	-2.5	-18.8	-16.2	1.0
CC1(C(=O)Nc2ccccc2Cc2ccccc2)CCN1CCc1ccccc1 (configuration not stated)	nt	11.0	28.5	11.5	7.1	22.6	-12.1	11.1	nt	-1.1	-6.9

Screening results deposited in PubChem BioAssay by several laboratories.
